Compound activity (PubChem BioAssay)
HP1b chromo inh: blocks HP1-beta chromodomain binding to methylated histone tails; AID 540317; P83916; hit rate 0.56% among 390,000; AlphaScreen HP1-beta / biotin-H3K9me3 peptide binding; Potency, µM (doses to about 114 µM), without a hit: at the highest dose activity change, negative = inhibition, most hits filed as inhibitors; note: potency is the fitted concentration of half-maximal effect; nearly all actives have a fitted effect of over 70% in size; inactives centre near 23
Target sequence (P83916 whole entry, looked up): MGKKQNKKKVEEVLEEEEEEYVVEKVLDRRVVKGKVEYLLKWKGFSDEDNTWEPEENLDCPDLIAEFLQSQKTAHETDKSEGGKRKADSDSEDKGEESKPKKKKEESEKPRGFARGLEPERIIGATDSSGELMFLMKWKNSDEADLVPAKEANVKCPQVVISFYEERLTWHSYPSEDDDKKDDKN
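AlphaScreen: HP1-beta (50 nM) preformed 30 min with biotin-H3(1-18)K9me3 peptide (50 nM) in PBS pH 7.4, 0.01% Tween-20. Compound added for 30 min at RT, then streptavidin donor/nickel chelate acceptor beads (10 ug/mL) for 30 min.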
ERG Ets-DNA blk: inhibitors of human ERG Ets domain-DNA interaction | P11308 | fluorescence polarization, His-ERG Ets domain / labelled DNA | Potency, µM (highest dose often 76.9 µM), for the others: at the top dose FP activity, negative = inhibition, most hits filed as inhibitors | hit rate 0.028% among 370,000 | AID 624246; active = well fitted inhibition curve with a large enough effect in the polarisation, with a control signal flat; inconclusive = small, poorly fitted or top-dose-only effect, or effect the other way, or a change in a side signal; inactive = no such curve, though single readings can be large or run the other way; the % refers to the polarisation;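 note: polarization taken with two DNA probes labelled with fluorescein and Texas red; potency is the fitted concentration of half-maximal effect; % of control where 0% means no effect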
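His-tagged ERG Ets domain (1 uM in the protein solution; 300mM KCl, 50mM Tris-HCl, 1mM EDTA, 1mM DTT, pH 7.5) received compound, then a probe mix of 5 nM fluorescein-DNA and 100nM Texas-615-DNA. Fluorescence polarization was read for both dyes.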
JMJD2A Tudor: JMJD2A Tudor domain (human) inhibition; hit rate 4.4% among 390,000; O75164; AID 504339; AlphaScreen JMJD2A-Tudor / H3K4me3 peptide binding; Potency, µM (titrated, usually from 114 µM), without a hit: at the highest dose activity change, negative = inhibition, usual class: inhibitors; note: potency is the fitted concentration of half-maximal effect; % is set by controls: 0 for no effect and ±100 for the full control effect; nearly all actives have a fitted effect of over 50% in size
PGK inhibitor: T. brucei PGK inhibition; P07378; hit rate 0.043% among 380,000; PGK/GAPDH coupled, Kinase-Glo luminescence, 60 min; Potency, µM (titrated, usually from 57.5 µM), for the others: top-dose activity change, negative = inhibition, most hits filed as inhibitors; note: potency is the fitted concentration of half-maximal effect; % is set by controls: 0 for no effect and ±100 for the full control effect; nearly all actives have a fitted effect of over 60% in size
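Recombinant glycosomal PGK reaction used 1,3-bisphosphoglycerate generated in-well by GAPDH (100nM final) in 100mM TEA pH 7.6, 5mM MgCl2, 0.01% Tween-20. After 60 minutes at room temperature, ATP was read by Kinase-Glo Plus luminescence end-point.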
G9a block: blocks human histone lysine methyltransferase G9a; Q96KQ7; G9a H3K9 monomethylation, AlphaScreen, 2 h; Potency, µM (highest dose often 102 µM), for the others: at the highest dose activity, negative = inhibition, actives largely listed as inhibitors; hit rate 8.8% among 350,000; note: potency is the fitted concentration of half-maximal effect; % is set by controls: 0 for no effect and ±100 for the full control effect; nearly all actives have a fitted effect of over 75% in size
Target sequence (Q96KQ7 913-1193 limits assumed): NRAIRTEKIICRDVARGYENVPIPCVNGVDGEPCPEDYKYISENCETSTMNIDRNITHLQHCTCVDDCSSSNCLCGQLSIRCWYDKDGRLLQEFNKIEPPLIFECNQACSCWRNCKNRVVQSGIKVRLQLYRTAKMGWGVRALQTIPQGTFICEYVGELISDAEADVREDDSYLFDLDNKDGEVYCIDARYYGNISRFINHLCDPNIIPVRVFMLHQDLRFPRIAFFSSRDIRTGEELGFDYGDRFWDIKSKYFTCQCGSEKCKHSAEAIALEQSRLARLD
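G9a (20 nM) preincubated 15 min RT with compounds, then 500 nM biotinylated H3K9 peptide and 20 uM SAM added; 2 h RT reaction. Monomethyl-H3K9 product detected by AlphaScreen with anti-H3K9me1 antibody, streptavidin donor and anti-rabbit IgG acceptor beads.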
PI4K2A block: blocks human PI4K2A kinase activity; Q9BTU6; purified PI4K2A, ADP-Glo luminescence, 1 h; active compounds read low; activity change, negative = inhibition, % at 76.9 µM; hit rate 0.13% among 420,000; in the data active = activity change below about -50%; inconclusive = mostly about -30% to -49%;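 note: -100% = wells without enzyme as full effect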
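PI4K2A activity was measured by ADP-Glo luminescence: enzyme (4 ug/mL stock) and phosphatidylinositol (1.2 mM stock) in Tris pH 7.5/MgCl2/EGTA/Triton X-100 buffer were reacted with ATP (300 microM stock) for one hour at ambient temperature.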
GLS inh: glutaminase GLS (human) inhibition; O94925; GLS enzymatic activity, qHTS titration; Potency, µM (doses to about 45.5 µM), without a hit: at the top dose activity change, negative = inhibition, actives largely listed as inhibitors; hit rate 0.21% among 410,000; note: potency is the fitted concentration of half-maximal effect; % is set by controls: 0 for no effect and ±100 for the full control effect
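Human kidney-isoform GLS in 45 mM KH2PO4 pH 8.2, 0.02% Tween-20, with compound, started with 1mM L-Glutamine (added stock). Glutamate oxidase/HRP/Amplex red coupled fluorescence read at start and after 30 min at RT.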
Pin1 inh: inhibitors of human Pin1. hit rate 0.009% among 390,000. Q13526. Potency, µM (titrated, usually from 115 µM), inactives show top-dose activity, negative = inhibition, hits mostly inhibitors. Pin1 FP peptide displacement, HiFluor488, 10 min; active = well fitted inhibition curve with a large enough effect in the polarisation, with a control signal flat, not every such curve was filed as active; inconclusive = small, poorly fitted or top-dose-only effect, or effect the other way, or a change in a side signal; inactive = no such curve, though single readings can be large or run the other way; the % refers to the polarisation; note: potency is the fitted concentration of half-maximal effect; % is set by controls: 0 for no effect and ±100 for the full control effect
Target sequence (Q13526 whole entry, looked up): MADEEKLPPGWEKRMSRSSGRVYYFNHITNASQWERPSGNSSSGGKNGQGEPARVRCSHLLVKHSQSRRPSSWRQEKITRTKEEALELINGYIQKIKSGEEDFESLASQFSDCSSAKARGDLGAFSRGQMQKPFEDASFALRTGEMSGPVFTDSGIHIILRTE
BAZ2B inh: BAZ2B (human) inhibition. Potency, µM (doses to about 114 µM), for inactives: at the top dose activity change, negative = inhibition, most hits filed as inhibitors. AlphaScreen BAZ2B-H3K14Ac peptide displacement. AID 504333. hit rate 4.4% among 360,000. Q9UIF8; note: potency is the fitted concentration of half-maximal effect; % is set by controls: 0 for no effect and ±100 for the full control effect; nearly all actives have a fitted effect of over 60% in size
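Complex of BAZ2B and biotin-H3K14Ac (50 nM apiece) forms over 30 min at RT, then faces library compounds up to 110 uM for another 30 min; AlphaScreen beads added, 20 min dark incubation, luminescence read.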
Starred values were filed as active, the others as inactive; i = inactive; ? = inconclusive; . = no result given; & = joins results of further samples; [ ] = another dose, or the depositor's remark. Unless noted, calls come from the whole dose curve; as a rule, active = well fitted curve in the direction sought with a large enough effect; inconclusive = small, poorly fitted or top-dose-only effect, or another doubt; inactive = no such curve, though single readings can be large; an effect the other way counts as inactive or inconclusive.

molecule | HP1b chromo inh | ERG Ets-DNA blk | JMJD2A Tudor | PGK inhibitor | G9a block | PI4K2A block | GLS inh | Pin1 inh | BAZ2B inh
C=CCn1c(O)c(N=NC(=O)CNC(=O)c2ccncc2)c2ccccc21 | 37% | -3% | -17% | -10% | ? | 0 | -5% | 12% | -25%
CCOc1ccccc1NC(=O)C1=C(C)Nc2ncnn2C1c1sccc1C (stereo unspecified) | 8%[57 µM] | ? | -15% | -3% | -2%[59 µM] | -4 | 1% | -8% | ?
CCN1CCN(CCCNC(=O)c2ccc3nc(Cc4ccccc4)oc3c2)CC1 | 22%[57 µM] | 5% | -11% | 0% | -3%[59 µM] | -4 | -6% | 4% | -8%
COc1ccccc1N1CCN(C(=O)c2ccc(Cl)c(S(=O)(=O)NCc3ccco3)c2)CC1 | 9% | 1% | -25% | 7% | -28%[59 µM] | 4 | 20% | 5% | -31%
O=C(CSc1nnc(NC(=O)C2CC2)s1)Nc1cccc(F)c1 | 31% | 6% | -7% | 4% | 3% | -2 | 13% | -1% | -36%
O=c1[nH]c(N2CCN(c3ccccc3)CC2)nc2c1CCCC2 | 25% | 7% | -4% | -11% | 10% | -6 | 16% | -5% | 8%
Nc1c2c(nc3ccc(Br)cc13)N(Cc1ccccc1)CC2 | 4% | 12% | ? | -1% | ? | -7 | 0% | 6% | -11%
COC(=O)c1ccc(COc2ccc(/C=N/Nc3cccc(C(=O)O)c3)cc2)cc1 | ? | 3% | 56µM* | ? | 8.9µM* | -5 | -14% | . | ?
COc1cc(OC)c(C(=S)N2CCCC2)cc1OC | ? | 19% | -7% | -6% | 11%[0.501 µM] | 4 | -18% | ? | 0%
Nc1cc(C(=O)c2ccccc2)ccc1[N+](=O)[O-] | 20% | 8% | -30% | -9% | -34% | 2 | 4% | -1% | -31%
Cc1cccc(CC(=O)Nc2c3c(nn2-c2cccc(Cl)c2)CS(=O)C3)c1 (stereo unspecified) | 21% | 4% | -9% | -2% | 12%[59 µM] | 8 | -7% | 4% | 9%
OCCNCCCCOc1ccccc1F | 30%[activator] | -1% | -6% | -7% | 20%[12.7 µM] | 4 | 6% | 2% | -4%
O=C(COC(=O)CCc1c[nH]c2ccccc12)NC1CCS(=O)(=O)C1 (stereo unspecified) | 70%[activator] | -3% | -25% | i | -19%[59 µM] | 2 | 39%[activator] | -5% | -16%
O=C(CCCN1C(=O)NC2(CCCC2)C1=O)NCc1ccccc1 | 19% | -11%[15.4 µM] | -3% | 11% | 3%[2.33 µM] | 6 | 6% | -11% | 5%
Cc1cnn(C(=O)c2cc(-c3ccccn3)nc3ccc(Cl)cc23)c1 | 13% | -4% | -15% | -6% | ? | 5 | -1% | ? | 56µM*
COc1nc(NCCO)nc(Nc2ccc([N+](=O)[O-])cc2)n1 | -6% | -1% | -16% | -10% | -2% | -4 | 11% | -2% | -9%
COc1ccc(S(=O)(=O)N2N=C(c3ccc(NS(C)(=O)=O)cc3)CC2c2ccco2)cc1 (stereo unspecified) | 16% | -11% | -31% | -9% | ? | -2 | -5% | 13% | .
N#Cc1ccccc1S(=O)(=O)N1CCN(C(=O)c2ccc(-n3cncn3)c([N+](=O)[O-])c2)CC1 | 9% | 18% | -16% | -3% | -4% | 0 | 1% | -8% | ?
COc1ccc(S(=O)(=O)N2CCC(N3CCN(Cc4ccc(F)cc4)C(=O)C3=O)CC2)cc1 | 26% | -6% | -6% | -7% | -25%[59 µM] | 1 | -5% | 10% | -4%
O=C(O)CSc1nnc(-c2ccc3c(c2)OCO3)o1 | 45%[activator] | -2% | -3% | 3% | -20%[59 µM] | 3 | -6% | 3% | -4%
CC(C)Nc1ccc(C(CC(N)=O)NC(=O)Cc2ccc(Br)cc2)cc1[N+](=O)[O-] (stereo unspecified) | 20% | -3% | -19% | i | -23%[12.7 µM] | -1 | -4% | ? | -14%
COC(=O)C1CCN(S(C)(=O)=O)CC1 | 38% | 0% | 6%[57.1 µM] | -3% | 6%[59 µM] | 2 | -3% | -4% | 7%
CCCn1c(=O)c2[nH]c(C3CCCC3)nc2n(CCC)c1=O | 46%[activator] | 7% | -15% | -2% | 10%[59 µM] | 3&3 | 3% | -3% | -13%
CCc1ccc(NS(=O)(=O)c2ccc(NC(=O)N3CCCC3)cc2)cc1 | 24%[57 µM] | -1% | -5% | -7% | 16%[59 µM] | -10 | 0% | 0% | 1%
Cn1c(C(=O)N2CCCC(C(=O)NCCCSC3CCCCC3)C2)cc2sccc21 (stereo unspecified) | -13% | . | ? | -5% | ? | -1 | -3% | 0% | ?

(list continues)
molecule | HP1b chromo inh | ERG Ets-DNA blk | JMJD2A Tudor | PGK inhibitor | G9a block | PI4K2A block | GLS inh | Pin1 inh | BAZ2B inh
COc1c2ccoc2c(OC[C@@H](O)C(C)(C)OC)c2oc(=O)ccc12 | 34% | -8% | -12% | 0% | 9% | -2 | 1% | -2% | -19%
CCC(C)[C@H](NC(=O)Nc1ccccc1F)C(=O)O (stereo partly specified) | 34% | 14% | -14% | -3% | -3% | 0 | 2% | -8% | -2%
COCCn1c(=O)[nH]c2cc(C(=O)N3CCN(c4ccc(OC)cc4)CC3)ccc2c1=O | 1% | -7% | -6% | 0% | ? | -4 | -4% | -2% | -1%
CCC(=O)Nc1ccc(NC(=O)c2ccco2)cc1 | 54%[activator] | 11% | -7% | . | 4% | 3 | -2% | -1% | 8%
c1ccc(CSc2nnc3ccc(-c4ccncc4)nn23)cc1 | -2% | 8% | -8%[11.4 µM] | -6% | 4% | 8 | -6% | -1% | 1%
Cc1ccc(NC(=O)COc2ccc3oc4c(c3c2)CCCC4)c(C)c1 | 51%[activator] | 8% | -9% | 2% | ? | 3 | -8% | 2% | -1%
CC(=O)N1CCN(C(=O)C2CCN(S(=O)(=O)c3ccccc3C(F)(F)F)CC2)CC1 | 4%[57 µM] | 6% | -15% | -6% | . | 3 | -10% | -5% | .
CN(CCOc1ccccc1)C(=O)C1CCC(=O)N(CCCN2CCCC2=O)C1 (stereo unspecified) | 57%[activator] | -7% | -3% | -2% | 2% | 11 | -15% | 1% | -2%
NC(=O)c1ccccc1NC(=O)Nc1cccc(Cl)c1 | 27% | -3% | 0% | 3% | 0% | -6 | 4% | 0% | 12%
COc1cc2ncnc(NCc3ccc(C)cc3)c2cc1OC | -1% | -6% | 18%[11.4 µM] | -8% | ? | 0 | -11% | -7% | 54%[activator]
COC(=O)c1ccc2c(=O)n(-c3ccccc3)c(=S)[nH]c2c1 | 32% | -5% | -26% | -9% | -34% | 9 | -3% | -6% | -33%
O=C(O)c1nn(-c2ccc(Cl)cc2)ccc1=O | 66%[activator] | -1% | -27% | -7% | -28%[12.7 µM] | -1 | 7% | -6% | -8%
Cc1ccc(S(=O)(=O)n2nc(OC(=O)C(C)(C)C)cc2N)cc1 | 28% | -1% | -6% | 4% | -4%[2.33 µM] | 22 | 14% | ? | 5%
C=CCc1cccc(CNc2c(C)n(C)n(-c3ccccc3)c2=O)c1O | 20% | -2% | -26% | 2% | -3%[59 µM] | 11 | 31% | -1% | -22%
COc1ccc(NC(=O)NCCCN2CCCC2=O)cc1 | 48%[activator] | -2% | -10% | 5% | ? | -5 | 9% | 0% | -2%
CCN(CC(=O)NCc1cccs1)C(=O)/C=C/c1ccc(OC)cc1OC | 23% | 16% | -17% | 12% | 5%[59 µM] | -3 | 7% | 5% | -1%
COc1cccc(CNC(=O)c2ccc(-c3nc(CS(=O)(=O)c4ccccc4)c(C)o3)cc2)c1 | 15% | -1% | -5% | i | -32%[59 µM] | 2 | 0% | 26% | -6%
Cc1cccc(NC(=O)CSCc2nc3c(nnn3Cc3ccc(F)cc3)c(=O)[nH]2)c1C | 23% | -2% | -9% | -16% | -14%[12.7 µM] | 1 | -2% | 12% | ?
COc1ccccc1CNC(=O)Cn1c(=O)oc2cc(S(=O)(=O)NCc3ccccc3)ccc21 | 23% | 2% | -19% | 1% | 5%[59 µM] | -1 | 0% | 6% | -4%
Cc1ccc(S(=O)(=O)N(CC(=O)NN=C2CCN(C)CC2)c2ccc(C(C)C)cc2)cc1 | -17% | 13% | -16%[57.1 µM] | i | -11% | 1 | 0% | -3% | -13%
O=C(Nc1ccc(N2CCOCC2)nc1N1CCOCC1)c1cccc(C(F)(F)F)c1 | -1% | 7% | 0% | 5% | . | 0 | ? | 4% | -8%
CN1C(=O)c2cccc3c(S(=O)(=O)N(C)C)ccc1c23 | 46%[activator] | 1% | 9% | 6% | 12% | 2 | -3% | -3% | -30%
N#Cc1ccccc1Cn1c(=O)n(CCCC(=O)NCc2ccccc2Cl)c(=O)c2ccccc21 | 12% | 0% | -15% | i | 0%[59 µM] | -1 | -11% | 7% | 1%
CCC(C)Sc1nnc(NS(=O)(=O)Cc2ccccc2)s1 (stereo unspecified) | 44%[activator] | -5% | -8% | -6% | 32µM* | -2 | 3% | 1% | -24%
CCOC(=O)c1cc2occc2n1Cc1ccc(F)cc1 | 37%[activator] | 0% | -6% | 7% | -34%[59 µM] | -3 | 14% | -1% | ?
CCc1nn(CC(=O)NCCCc2ccccc2)c(=O)c2cc3cc(F)ccc3n12 | 17%&8% | 1%&-2% | -9%&-9% | -7% | -11%[59 µM] | -3&1 | -10%&7% | -2%&1% | -37%&-14%
